Assay outcomes (PubChem)
M. tuberculosis: growth inhibition of non-replicating M. tuberculosis (AID 488890); one-dose inhibition, % at 25 µM; IC50 in µM for titrated hits; 320,000 tested, 0.39% active; Mycobacterium tuberculosis non-replicating, growth inhibition; higher % means a stronger effect; in the data active = a potency from the dose series; inconclusive = inhibition mostly from about 82% at the one dose, without a potency; inactive = the rest, 99 in 100 with inhibition below about 76%;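 note: plate controls were DMSO cells for no effect and high antibiotic wells for full effect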
PhoP GFP inhibition: PhoP regulon inhibitors, Salmonella typhi PhoP promoter GFP reporter, confirmatory (AID 1850); one-dose inhibition, % at 50 µM; IC50 in µM for titrated hits; 310,000 tested, 0.33% active; Salmonella Typhi PhoP-promoter GFP reporter, fluorescence, 4 h; higher % means a stronger effect; in the data active = a potency from the dose series; inconclusive = inhibition mostly from about 25% at the one dose, without a potency; inactive = the rest, 99 in 100 with inhibition below about 19%;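 note: 0% = induced wells with vehicle and 100% = uninduced wells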
influenza NS1A: H1N1 influenza NS1A inhibitors, functional cell based assay (AID 504329); NS1A functional cell-based assay, percent inhibition; higher % means a stronger effect; inhibition, % at 12.5 µM, or IC50 in µM where a hit was titrated; 340,000 tested, 0.3% active; in the data active = a potency from the dose series; inconclusive = inhibition above about 27% without an active follow-up result; note: strong numbers were not always called active
M. tuberculosis HTS: M. tuberculosis growth inhibition, HTS (AID 449762) | M. tuberculosis H37Rv growth inhibition, 7H9 media; higher % means a stronger effect | inhibition, % at 25 µM; hits with a dose series show IC50 in µM | 330,000 tested, 0.59% active; in the data active = a potency from the dose series; inconclusive = inhibition above about 70% without an active follow-up result;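 note: bacterial growth assessed after seven days of incubation; strong numbers were not always called active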
inhibitors of VEEV: inhibitors of VEEV TC-83 cytopathic effect, confirmation, Vero cells (AID 588727). Vero cells, VEEV TC-83 cytopathic effect inhibition; higher % means a stronger effect. inhibition, % at 20 µM, or IC50 in µM where a hit was titrated. 350,000 tested, 0.13% active; in the data active = a potency from the dose series; inconclusive = inhibition mostly from about 14% at the one dose, without a potency; inactive = the rest, 99 in 100 with inhibition below about 12%; note: strong numbers were not always called active
* marks the source's active call; other numbers are inactive results; i = inactive; ? = inconclusive; nt = not tested or not shown.

SMILES	M. tuberculosis	PhoP GFP inhibition	influenza NS1A	M. tuberculosis HTS	inhibitors of VEEV
CCOC(=O)c1sc2nc(-c3ccccc3)ccc2c1N	9%	-6%	-3%	3%	0.7%
O=S(=O)(c1ccc(Sc2nnc3ccccn23)nc1)N1CCOCC1	-5%	-1%	1%	-4%	1.6%
Cc1cc(=O)[nH]c(SCC(=O)Nc2ccccc2[N+](=O)[O-])n1	-5%	-19%	-18%	-3%	1.4%
CCOc1ccc(C(=O)NCC(C)CN(C)C)cc1OCC (centres undefined)	-8%	-9%	2%	-6%	0.2%
Cc1cc(C)cc(CC2CC(=O)N(c3cc(C)ccc3C)C2=O)c1 (centres undefined)	-6%	0%	-21%	-7%	i
CCOC(=O)[C@@H]1[C@H]2COc3ccccc3[C@H]2N2C(=O)N(c3ccc(C(F)(F)F)cc3)C(=O)[C@]12C	66%	-4%	-18%	?	i
O=C(N/N=C/c1cccnc1)c1cccc(N2CCCC2=O)c1	-25%	14%	-19%	-2%	11%
Cc1cccc(C(=O)NC(C)C(c2cccs2)N2CCOCC2)c1 (centres undefined)	-6%	3%	-23%	-1%	9.0%
O=C(Nc1nnc(C2=COCCO2)o1)c1ccc(S(=O)(=O)N2CCCCC2)cc1	3%	15%	-17%	?	2.4%
O=C(NC1=NCCS1)NC12CC3CC(CC(C3)C1)C2	5%	?	-7%	0%	0.6%
O=C(NC(=S)Nc1ccc2ncccc2c1)c1ccccc1	15%	0%	-16%	9%	2.4%
O=C(CSc1nnc(COc2ccc(Cl)cc2)o1)N1CCOCC1	39%	-10%	0%	-1%	0.1%
COc1cc(OC)c(C2N(c3cc(C)on3)C(=O)C3CCCN32)cc1OC (centres undefined)	-18%	-4%	3%	-12%	3.2%
Cc1ccc2occ(/C=N/NC(=O)c3ccncc3)c(=O)c2c1	69%	-1%	-3%	?	3.8%
Cc1ccc(NC(=O)c2ccc(-n3cncn3)c([N+](=O)[O-])c2)cc1	11%	2%	-2%	4%	2.3%
NC(=O)c1ccsc1NC(=O)COC(=O)Cc1ccccc1Cl	30%	nt	-7%	0%	3.4%
CC(=O)Nc1c(-c2ccccc2Cl)c(=O)c2ccccc2n1C	-14%	4%	-35%	-1%	1.1%
COc1ccc(NC(=O)CSc2nc(N)cc(=O)[nH]2)cc1S(=O)(=O)N1CCCCC1	nt	nt	5%	nt	i
S=c1[nH]nc(-c2cc(-c3ccccc3)n[nH]2)n1/N=C/C(Br)=C/c1ccccc1	77%	-4%	nt	?	6.9µM*
CCCCC(=O)NNC(=O)CC(=O)Nc1ccccc1C(=O)O	2%	-5%	10%	8%	2.0%
CC(=O)Nc1ccc(S(=O)(=O)Nc2nc3ccccc3nc2N2CCc3ccccc3C2)cc1	12%	-7%	-3%	-15%	1.1%
CCOC(=O)c1c(C)[nH]c(NC(=O)Nc2ccc(NC(C)=O)cc2)c1C	1%	6%	2%	2%	0.4%
N#CCCn1nnc(-c2ccccc2F)n1	-1%	3%	1%	-2%	1.0%
O=C(CNC(=O)c1cccc(Br)c1)N/N=C/c1cccs1	16%	0%	-24%	-11%	0.8%
CC(Sc1nc(-c2ccccc2)cc(C(F)(F)F)n1)C(=O)N1CCC(C(N)=O)CC1 (centres undefined)	-29%	-3%	-7%	-7%	6.1%
COc1ccc(CNC(=O)C[C@H]2C(=O)N(CCc3ccccc3)C[C@@H]2Cc2ccccc2)cc1	17%	5%	2%	8%	2.8%
CCOC(=O)C1=C(O)C(=O)N(C2CCCCC2)C1	19%	7%	-4%	6%	3.6%
Cc1cc(C)n2nc(C(=O)OCC(=O)Nc3ccc(C)c(S(=O)(=O)N4CCOCC4)c3)nc2n1	-6%	nt	2%	-10%	i
CCN(CC)S(=O)(=O)c1ccc(N=Nc2cc(C)cc(Br)c2O)cc1	28%	2%	17%	-1%	i
O=C(Cn1ncc2c1-c1ccccc1OC2)N1CCc2ccccc21	21%	9%	3%	0%	0.7%
CCN(CC)CCNC(=O)c1ccc(NC(=O)c2cccc(S(=O)(=O)N(C)C3CCCCC3)c2)cc1	nt	nt	2%	nt	2.8%
O=C(ONC1=NCCCCC1)c1ccc([N+](=O)[O-])cc1	78%	11%	0%	1%	0.4%
NNC(=O)c1ccc(COCC(F)(F)F)cc1	-2%	2%	-22%	3%	1.8%
O=C(c1ccco1)N(Cc1ccccc1)Cc1ccccn1	4%	3%	-13%	-6%	0.8%
Cc1nc2cc(C(=O)N3CCC4(CC3)OCCO4)ccc2n1-c1ccc(Br)cc1	-31%	4%	-4%	10%	1.1%
O=C(COc1ccc2ccccc2c1)N1CCN(c2ccccc2)CC1	-4%	1%	-4%	11%	1.3%
CCn1c(C)nc2cc(C(=O)N3N=C(CCOC)CC3(O)C(F)(F)F)ccc21 (centres undefined)	-8%	5%	-52%	4%	0.1%
NC(=O)[C@H]1CC2(CC(c3cccc(NC(=O)COc4ccc(Cl)cc4)c3)=NO2)CN1C(=O)c1ccc(Cl)cc1 (some centres undefined)	31%	-5%	10%	?	2.1%
Cc1ccc(NC(=O)CN2CCN(Cc3ccccc3)CC2)cc1	10%	-2%	-22%	-2%	0.6%
CCCS(=O)(=O)N1CCCC(C(=O)NCCN2CCCCC2C)C1 (centres undefined)	-10%	-4%	11%	-6%	0.4%

Part of the list above, reduced to influenza NS1A:
SMILES | influenza NS1A
O=C(COc1ccc2ccccc2c1)N1CCN(c2ccccc2)CC1 | -4%
CCn1c(C)nc2cc(C(=O)N3N=C(CCOC)CC3(O)C(F)(F)F)ccc21 (centres undefined) | -52%
NC(=O)[C@H]1CC2(CC(c3cccc(NC(=O)COc4ccc(Cl)cc4)c3)=NO2)CN1C(=O)c1ccc(Cl)cc1 (some centres undefined) | 10%

The list goes on.
SMILES	M. tuberculosis	PhoP GFP inhibition	influenza NS1A	M. tuberculosis HTS	inhibitors of VEEV
CCOc1ccc(CCNC(=O)COC(=O)c2cccc(S(=O)(=O)N3CCCC3)c2)cc1OCC	-28%	11%	-6%	-2%	5.3%
COc1ccccc1N1C(=NC(=O)COc2ccccc2)SC2CS(=O)(=O)CC21 (centres undefined)	-9%	2%	1%	5%	3.0%
Cc1ccccc1CN1CCN(C(=O)c2cccc3ccccc23)CC1	26%	-3%	-5%	10%	i
O=C(CCn1cccn1)Nc1ccc2c(c1)OCO2	4%	-17%	0%	2%	1.2%
CC1(C)CC(=O)c2sc(NS(=O)(=O)c3cc(Cl)ccc3Cl)nc2C1	0%	14%	-6%	3%	2.8%
Cc1ccc(Cn2ccc(NC(=O)c3noc4c3CCCCC4)n2)cc1	29%	-2%	-9%	4%	i
COc1ccc(C(=O)Nc2ccc(N3CCN(C(=O)C(C)C)CC3)cc2)cc1[N+](=O)[O-]	-4%	-2%	-5%	-5%	1.4%
Fc1cccc(Nc2c3c(nc4ccccc24)CCC3)c1	31%	54µM*	-1%	14%	2.6%
O=C(NC(=S)N1CCCCC1)C12CC3CC(CC(C3)C1)C2	7%	-3%	8%	6%	1.6%
CC(C)Oc1ccc(C(=O)NCc2cccnc2)cc1	-15%	1%	-1%	7%	2.6%

Single entries from the list.
`COc1ccc(C(=O)Nc2ccc(N3CCN(C(=O)C(C)C)CC3)cc2)cc1[N+](=O)[O-]` in M. tuberculosis is listed with -4%
`Fc1cccc(Nc2c3c(nc4ccccc24)CCC3)c1` in M. tuberculosis is listed with 31%
`CC1(C)CC(=O)c2sc(NS(=O)(=O)c3cc(Cl)ccc3Cl)nc2C1` in inhibitors of VEEV is listed with 2.8%
`O=C(CCn1cccn1)Nc1ccc2c(c1)OCO2` in influenza NS1A is listed with 0%

The list goes on:
SMILES	M. tuberculosis	PhoP GFP inhibition	influenza NS1A	M. tuberculosis HTS	inhibitors of VEEV
COC(=O)c1ccc(-c2noc(CN3CCCCC3c3nccn3C)n2)cc1 (centres undefined)	34%	1%	-4%	4%	i
Cn1c2c(c(=O)n(C)c1=O)C(CC(=O)Nc1ccc(F)cc1)C(=O)N2 (centres undefined)	-3%	-4%	-14%	-2%	i
O=C(COC(=O)Cc1ccccc1F)Nc1ccc2[nH]c(=O)[nH]c2c1	-4%	7%	-3%	-3%	4.8%
O=C1C(=C(c2ccccc2)c2ccccc2)Nc2ccccc21	14%	-22%	30µM*	15%	6.8%
CCc1c(C)nc(SCC(=O)N2CC(C)OC(C)C2)[nH]c1=O (centres undefined)	-3%	3%	4%	-9%	2.2%
COc1ccc(C2C(C(=O)c3cccs3)=C(O)C(=O)N2c2nncs2)cc1 (centres undefined)	20%	-19%	-3%	-7%	1.4%
Nc1nnc(-c2cc3ccccc3oc2=O)s1	3%	5%	-2%	-1%	7.6%
COc1ccc(C(CNC(=O)COc2ccc(Br)cc2F)N2CCCC2)cc1 (centres undefined)	26%	4%	12%	-2%	3.5%
Cc1cccc(Cc2nnc(NC(=O)c3cccc(S(=O)(=O)N4CCOCC4)c3)s2)c1	-4%	2%	-6%	6%	i
Cn1ccc(C(=O)NC(=S)N2CCSCC2)n1	-1%	6%	1%	-5%	0.5%
COCC1CCN(Cc2nc(-c3ccc4c(c3)OCO4)no2)C1 (centres undefined)	47%	1%	-6%	-3%	0.2%
c1ccc(CSc2nnc(-c3ccncc3)o2)cc1	72%	9%	-4%	-4%	i
CCOC(=O)C1=C(c2ccccc2)OC(N)=C(C#N)C1C(C)C (centres undefined)	0%	2%	-25%	-5%	3.4%
CCCS(=O)(=O)c1c(S(=O)(=O)CCC)c2c3ccccc3ccn2c1C(N)=O	5%	-8%	-2%	-8%	1.2%
COCCCNC(=O)c1ccc(Cn2c(=O)c3ccccc3n(Cc3ccc(C)cc3)c2=O)cc1	1%	-8%	-5%	-11%	7.6%
Fc1ccc(C[n+]2csc3ccccc32)cc1	64%	-5%	0%	-6%	0.9%
Cc1cc(OCC(=O)OCC(=O)N2CCc3ccccc3C2)ccc1Cl	?	nt	-5%	46%	1.5%
COc1ccc(NC(=O)C2CCCN2c2ccc(OC)c(OC)c2)cc1OC (centres undefined)	4%	-3%	2%	-1%	2.4%
COc1ccc(OCc2nnc(SCC(=O)N3C(C)CCCC3C)o2)cc1 (centres undefined)	13%	0%	6%	6%	i
CCOc1cc(N2CCOCC2)c(OCC)cc1NC(=O)c1c(-c2ccccc2Cl)noc1C	33%	-1%	7%	2%	7.2%
Cc1c(C(=O)CN2CCOCC2)[nH]c2ccccc12	18%	4%	-10%	-2%	i
COc1ccccc1NC(=O)c1ccc(CN(c2cc(Cl)ccc2C)S(=O)(=O)c2ccccc2)cc1	-7%	0%	4%	0%	0.8%
CN(C)S(=O)(=O)c1ccc(C(=O)N2CCOCC2)cc1	7%	5%	-3%	-9%	1.4%
Cc1ccc(C(=O)N2NC(c3ccc(F)cc3)C3C(=O)N(c4ccc(C)cc4)C(=O)C32)cc1 (centres undefined)	11%	-9%	-1%	6%	2.5%
COC(=O)Cc1ccc(NC(=O)C(c2ccccc2)c2ccccc2)cc1	57%	-6%	-10%	11%	1.1%
O=C1/C(=C\c2ccc(O)c(O)c2)SC(=S)N1Cc1ccccc1	-13%	-14%	10%	15%	10%
Cc1ccc(NC(=O)c2cc(S(=O)(=O)N3CCCCC3)cs2)cc1	15%	-11%	9%	3%	2.2%
O=C(COC(=O)c1cnccn1)c1ccc(Cl)cc1	13%	-1%	-1%	-5%	0.7%
CC(C)OC(=O)CN1C(=O)C(C)(C)Oc2ccc(C(=O)NC3CC3)cc21	0%	-5%	-1%	6%	0.6%
COCC(=O)N(Cc1ccc(OC)cc1)Cc1nc2ccccc2c(=O)[nH]1	25%	-8%	2%	16%	0.1%
COc1ccc(NC(=O)N(Cc2ccc(C)cc2)Cc2ccccn2)c(OC)c1	nt	-20%	11%	-3%	1.1%
O=C(Cn1c(=O)cnc2ccccc21)N1CCN(S(=O)(=O)c2ccccc2Br)CC1	10%	8%	-1%	-4%	4.1%
Cc1cccc(CNS(=O)(=O)c2ccc(-c3ccc(=O)[nH]n3)s2)c1	12%	-2%	5%	4%	0.1%
Nc1c(-c2ccccc2)nnn1Cc1ccccc1	34%	7%	-22%	2%	i
O=C(CCC1CCCN(C(=O)c2ccc3cc[nH]c3c2)C1)NCc1ccc(F)c(F)c1 (centres undefined)	27%	3%	0%	11%	0.6%
Cc1onc(-c2ccccc2)c1C(=O)NC(=S)NNC(=O)c1cccnc1	-8%	9%	5%	-5%	2.0%

Molecules shown so far with a cyano group:
SMILES	M. tuberculosis	PhoP GFP inhibition	influenza NS1A	M. tuberculosis HTS	inhibitors of VEEV
N#CCCn1nnc(-c2ccccc2F)n1	-1%	3%	1%	-2%	1.0%
CCOC(=O)C1=C(c2ccccc2)OC(N)=C(C#N)C1C(C)C (centres undefined)	0%	2%	-25%	-5%	3.4%
